High-throughput results deposited in PubChem by several laboratories.
HSF1 inhib: HSF1 inhibitors in luciferase reporter cells, primary screen, cell-based, NIH3T3, luminescence; NIH3T3-HGL HSE-luciferase, MG132-induced, luminescence 8 h; active compounds read low; actives 0.77% (n = 300,000); activity change, negative = inhibition, % at 7.5 µM (by protocol); AID 2098, 2009;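 active = more than half of replicate wells show activity change below -50%, luminescence cut by over half; inconclusive = some wells, but at most half, below -50%; inactive = no replicate well below -50%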;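 also: luciferase reports HSF-1 transcriptional activity via heat shock element; 0% = median of DMSO wells and -100% = zero luminescence signal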
AI-2 QS mod: Vibrio harveyi AI-2 quorum sensing modulators, primary screen, JMH597 strain, luminescence/OD600 ratio | Vibrio harveyi JMH597 AI-2 luminescence/OD600 ratio, 9 h; active compounds read low; strain lacks LuxN and CqsS sensors; 0 = neutral-control median | activity change, % at 7.5 µM | actives 0.4% (n = 300,000); in the data active = activity change below about -75%, passing the limit was not always enough; inconclusive = no clear call, values can overlap the other calls;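 also: luminescence divided by OD600 gain over 9 h not by final OD600 alone; inactives centre near 13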
HIF activator: HIF pathway transcriptional activators, primary screen, cell-based, U2OS HRE-luciferase, luminescence. activation, % at 7.5 µM (by protocol). U2OS HRE-luciferase reporter; normalized: DMSO 0%, desferrioxamine 100%. actives 0.32% (n = 300,000);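 active = mean activation of at least 10% of the iron chelator positive control signal, with at least half of replicates also reaching 10%; inconclusive = mean and replicate majority disagree about reaching 10%; inactive = mean and most replicates under 10%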
aSyn UTR inh: MLPCN primary screen, SNCA 5' untranslated region; alpha-synuclein 5'UTR reporter, inhibitor activity; inhibition, % (tested at 7.5 µM); actives 0.82% (n = 300,000); AID 1813, 2009; in the data active = inhibition above about 60%; inconclusive = no clear call, values can overlap the other calls;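 also: H4 neuroglioblastoma cells stably carrying SNCA 5'UTR luciferase fusion; 0% = DMSO wells and 100% = positive control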
KLF5 inh: KLF5 expression inhibitors, primary screen, DLD-1 cells, luminescence. DLD-1 KLF5 promoter-luciferase reporter. AID 1700, 2009. inhibition, % at 5 µM. actives 0.23% (n = 290,000);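 active = inhibition above a per-plate limit of that plate's mean compound inhibition plus 3 SD, cut at about 60% in these data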;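 also: 0% = DMSO wells and 100% = LY294002 at 200 µM; higher means less KLF5 promoter-driven luciferase light; inactives centre near -14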
Platelet DG rel: inhibitors of platelet dense granule secretion, primary screen, cell-based, MLPCN, human platelets; human platelet-rich plasma, SFLLRN dense granule ATP release, luminescence; inhibition, %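 (compounds screened at 7.5 µM in platelet-rich plasma)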; actives 0.22% (n = 300,000); AID 1663, 2009;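 active = mean replicate score, as percent of positive control, at or above 50; inconclusive = mean below 50 but at least one replicate at or above 50; inactive = mean and every replicate below 50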
HDAC3 inh: HDAC3 deacetylase inhibitors, primary screen, biochemical, fluorescence, cell-free homogeneous. Histone deacetylase 3 (Homo sapiens), O15379. recombinant HDAC3, fluorogenic peptide/trypsin coupled. inhibition, % at 8.3 µM. actives 0.15% (n = 320,000). AID 2718, 2010; in the data active = inhibition above about 26%, passing the limit was not always enough; inconclusive = no clear call, values can overlap the other calls
Target sequence (O15379 whole entry, looked up): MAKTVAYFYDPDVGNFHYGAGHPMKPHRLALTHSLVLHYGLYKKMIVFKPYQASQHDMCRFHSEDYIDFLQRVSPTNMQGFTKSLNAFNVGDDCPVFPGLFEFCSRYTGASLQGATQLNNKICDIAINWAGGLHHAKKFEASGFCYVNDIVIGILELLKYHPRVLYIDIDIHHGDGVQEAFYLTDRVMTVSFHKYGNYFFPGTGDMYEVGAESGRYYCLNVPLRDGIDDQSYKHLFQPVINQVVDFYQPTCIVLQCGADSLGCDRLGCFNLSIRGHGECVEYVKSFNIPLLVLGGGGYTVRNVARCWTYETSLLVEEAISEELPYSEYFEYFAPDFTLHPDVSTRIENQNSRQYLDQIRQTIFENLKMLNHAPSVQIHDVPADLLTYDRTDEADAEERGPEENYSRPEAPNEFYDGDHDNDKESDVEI
HSF-1 act: HSF-1 activators, primary screen, NIH3T3-HGL cells, MG132 stress, luminescence, single point; NIH3T3-HGL HSF-1 luciferase reporter, 8 h; 100% = twice DMSO control signal; activation, % at 9 µM; actives 1.7% (n = 300,000); AID 504408, 2011;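 active = mean replicate activation of at least 50% with a set share of replicates each reaching 50%; inconclusive = only one of those two conditions met; inactive = mean below 50% and too few replicates reaching it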;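 also: 0% = median of the neutral control wells and 100% = twice that signal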
IEC-6 tox: cytotoxicity in IEC-6 intestinal epithelial cells, primary screen, cytotoxicity control for KLF5 inhibitor project, cell-based, luminescence. IEC-6 cytotoxicity, luminescence viability. inhibition, % at 5 µM. actives 0.78% (n = 290,000); in the data active = inhibition above about 22%;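 also: 0% = plate median of test compound wells and 100% = cytotoxic reference compound wells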
HSP90 refold inh: HSP90 inhibitors, primary screen, cell lysate, luminescence. Heat shock protein HSP 90 (rabbit reticulocyte lysate; luciferase refolding). Rabbit reticulocyte lysate, luciferase refolding luminescence, 3 h. inhibition, % at 5.6 µM. actives 0.91% (n = 290,000). AID 1789, 2009;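 active = inhibition above the screen-wide mean plus 3 SD, computed separately per campaign, cut at about 16% in these data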;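 also: 0% = DMSO wells and 100% = 60 µM geldanamycin wells; inhibitors lower the luminescence because luciferase stays unfolded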
* = called active by the depositor; ? = inconclusive; nt = not tested or not shown. No enrichment for hits; 5% or so of the library scored in one or more.

SMILES	HSF1 inhib	AI-2 QS mod	HIF activator	aSyn UTR inh	KLF5 inh	Platelet DG rel	HDAC3 inh	HSF-1 act	IEC-6 tox	HSP90 refold inh
Cc1ccc(-c2c(C)n([O-])c3c([n+]2=O)CCC3)o1	-3	16	-0.3	2	-9	-2	3	-6	-2	-1
CN(c1ccccc1)S(=O)(=O)c1ccc(NC(=O)COc2ccccc2)cc1	-10	7	0.0	-4	5	-4	-6	-6	-5	4
CCn1c(C)c(C)c2cc(C(=O)N3CCN(c4ccccc4)CC3)ccc21	-8	14	-0.3	-7	-6	3	-1	-12	1	2
COc1ccc(-c2nnc(COc3ccc4ccccc4c3)o2)cc1OC	5	-4	0.1	-6	-13	3	0	9	-4	1
O=C(CC(C(=O)O)c1ccccc1)Nc1ccccc1 (stereo not drawn)	-5	9	-0.3	2	-28	5	-3	-8	9	5
O=C(c1ccc(Cl)cc1)c1ccc(Oc2cc(NN3CCCCC3)c([N+](=O)[O-])cc2[N+](=O)[O-])cc1	4	11	1.0	28	-10	-1	-4	33	-1	-1
Cc1cc(C(=O)N/N=C/c2ccco2)n[nH]1	3	21	0.2	4	-23	0	4	1	1	-3
CCOc1ccccc1N(CC(=O)Nc1ccc(OC)c(OC)c1)S(=O)(=O)c1ccccc1	2	17	-1.1	-4	-33	3	8	13	-2	-2
Cc1ccc(-c2cnc(NC(=O)CCC(=O)N3CCCCC3)n2C)cc1	3	13	-0.3	-19	-6	-3	-2	-1	0	-5
CCC1(C)Cc2ccccc2-c2nc(NCCCO)n(-c3ccccc3)c(=O)c21 (stereo not drawn)	2	10	0.3	-10	-16	0	-108	27	-1	7
CC(C)N(C(=O)COC(=O)CNC(=O)c1ccc(Br)cc1)c1ccccc1	-4	6	-0.2	27	-6	9	nt	-25	-2	0
CCc1ccc(NC(=O)NCc2ccc3c(c2)OCO3)cc1	8	13	0.3	-8	-29	-2	-1	5	-2	0
CN(CC(=O)Nc1ccc(F)c(F)c1F)C(=O)CN1C(=O)NC2(CCCC2)C1=O	-4	28	0.3	1	nt	-3	-4	4	nt	nt
O=C(Nc1cccc(C(F)(F)F)c1)c1n[nH]c(Cn2cncn2)n1	1	18	-0.4	6	-45	0	-4	-1	-7	2
CN(CC(=O)Nc1ccc(S(=O)(=O)N2CCCC2)cc1)Cc1c(F)cccc1Cl	1	15	-0.8	-10	-10	2	-2	-4	-10	-2

Continued; it opens with the two that closed the last part.
SMILES	HSF1 inhib	AI-2 QS mod	HIF activator	aSyn UTR inh	KLF5 inh	Platelet DG rel	HDAC3 inh	HSF-1 act	IEC-6 tox	HSP90 refold inh
O=C(Nc1cccc(C(F)(F)F)c1)c1n[nH]c(Cn2cncn2)n1	1	18	-0.4	6	-45	0	-4	-1	-7	2
CN(CC(=O)Nc1ccc(S(=O)(=O)N2CCCC2)cc1)Cc1c(F)cccc1Cl	1	15	-0.8	-10	-10	2	-2	-4	-10	-2
O=C1C(=O)N(CCN2CCOCC2)C(c2ccc(F)cc2)/C1=C(/O)c1ccc(S(=O)(=O)N2CCOCC2)cc1 (stereo not drawn)	1	2	-0.2	-18	-5	-16	5	0	-1	-2
Cc1c(CC(=O)NCCCO)c(=O)oc2cc3c(cc12)CCC(C)(C)O3	-9	13	0.3	0	-6	-3	-91	7	-7	-1
CC(C)n1cnc2c(Nc3ccc(F)c(Cl)c3)nc(NCCO)nc21	11	19	-1.1	3	-37	0	-2	8	-2	-4
NC(=O)NC(=O)CN1c2cccc3cccc(c23)S1(=O)=O	4	9	0.1	-3	-32	8	6	6	-1	0
Cn1nnnc1SCCNS(=O)(=O)c1ccccc1	5	19	-0.2	-9	-48	-9	0	-6	-1	-2
O=[N+]([O-])/C(=C\Nc1ccccc1Cl)S(=O)(=O)c1ccccc1	nt	nt	nt	nt	-31	nt	-6	nt	4	3
Cc1ccc(NC2=C(Cl)C(=O)OC2OC(C)C)c(C)c1 (stereo not drawn)	-6	-6	-0.4	69*	-22	26	3	3	2	-4
Cc1ccc(-c2ccc(CCC(=O)O)n2NC(=O)c2ccco2)cc1	2	28	0.3	-3	-15	2	0	2	3	7
O=C(CCc1nc2ccccc2c(=O)[nH]1)NNC(=O)c1ccc(Cl)cc1	2	7	-0.6	0	nt	-2	5	1	nt	nt
COCCn1c(SCC(=O)N2CCCCC2)nc2cccnc21	-7	20	-0.3	7	-8	2	8	-7	1	-1
CCN1CCN(c2ccc(NC(=O)c3ccc(F)cc3)cc2Cl)CC1	6	7	1.1	-94	-59	15	-6	16	2	1
Cc1ccc(-n2c(C)cn(C(=O)c3ccccc3)c2=S)cc1	-1	1	0.0	-7	-53	0	4	5	-9	-3
Cc1ccc(-n2c(SCC(=O)N3CCOCC3)nnc2-c2ccncc2)cc1	-1	23	nt	19	8	5	-3	-3	0	2
O=C(Nc1ncccc1O)c1ccc(Cl)c(S(=O)(=O)N2CCCCC2)c1	0	8	-0.6	-10	nt	5	23	-6	nt	nt
COc1ccc(OC)c(-c2cc(C(=O)Nc3sc4c(c3C#N)CCC(C)C4)c3ccccc3n2)c1 (stereo not drawn)	-5	11	0.5	-12	-3	7	1	10	1	1
Cc1ccc(S(=O)(=O)N2CCN(c3nc(C)nc4sc(C)c(C)c34)CC2)cc1	-4	16	-0.4	-12	-18	-4	nt	13	-2	-2
COc1cc(/C=C(\C#N)c2nn(CCO)c(N)c2C#N)cc(OC)c1OC	3	19	0.4	18	-12	16	7	-9	-2	3
CC(C)(C)c1ccc(OCC(=O)N/N=C/C2CC=CCC2)cc1 (stereo not drawn)	-8	24	-0.5	38	-19	20	nt	-9	-11	-1
CCCC(CCC)C(=O)Oc1cc(C)[nH]c(=O)c1[N+](=O)[O-]	-1	9	-0.2	-13	-25	-4	-1	-7	9	1
COc1cc2c(cc1OC)C(c1cc3cccc(C)c3[nH]c1=O)N(C(=O)c1ccco1)CC2 (stereo not drawn)	-2	11	-0.1	43	-13	-2	?	12	-2	0
CC(C)N1CCC(=NNC(=O)c2cccs2)CC1	15	31	1.8	-52	-51	-3	-1	3	6	-1
CCN(CC)C(=O)CSc1nnc(-c2ccc(S(=O)(=O)N3CCCC3)cc2)o1	-7	-7	-0.2	14	-25	1	12	-6	-12	1
CCC(C)[C@H](NC(=O)[C@@H]1Cc2c([nH]c3ccccc23)C2c3ccccc3C(=O)N21)C(=O)NCC1CCCO1 (stereo partly drawn)	6	-1	0.0	-8	10	2	3	9	6	5
CC(=O)NCCc1nc2cc(NC(=O)c3ccc(F)cc3)ccc2n1C	5	29	-3.2	-111	-125	0	2	19	-5	-4
Cc1ccc(-n2ncc3c(=O)n(Cc4ccccn4)cnc32)cc1C	2	18	2.4	-16	-18	0	-3	22	-2	-1
Clc1nc2ccccc2nc1-c1ccccc1	-3	30	0.5	-31	5	1	-2	12	-7	-1
COCCN(CC(=O)Nc1ccc(F)cc1)S(=O)(=O)c1ccc(S(=O)(=O)N2CCCC2)cc1	-8	60	-1.5	8	-56	3	3	-4	-5	3
CC(C)OCCCNC(=O)c1ccc(NC(=O)C2=CSCCO2)cc1	-6	20	0.2	-9	-7	12	8	-11	6	2
COC(=O)C(O)(CC(=O)Nc1cc(OC)c(OC)c(OC)c1)C(F)(F)F (stereo not drawn)	3	3	0.7	8	-11	1	-8	23	-2	-1
CC(=O)Nc1cccc(NC(=O)c2c(-c3ccccc3)noc2C)c1	-4	-11	0.0	-8	-27	-2	2	-9	2	7
CCc1cc(=O)oc2cc(C)cc(OCC(=O)NC(Cc3ccc(Cl)cc3)C(=O)O)c12 (stereo not drawn)	-9	7	0.1	3	-27	0	-7	-9	-3	-5
COc1ccc(-c2onc3ccc(C(=O)/C=C/N(C)C)cc23)cc1	-25	15	1.1	-4	-42	-3	15	-30	2	31*
O=C(c1cc(COc2ccc(F)cc2Cl)on1)N1CCSCC1	33	-31	2.2	-197	-166	-3	-7	84*	-4	-2
Cc1ccc(C)c(Nc2nc(-c3cccnc3)cs2)c1	-2	5	0.7	-48	-77	7	1	5	12	2
O=C(CSCCO)Nc1nccs1	nt	24	nt	nt	-19	nt	-2	nt	-3	0
COc1cc(OC)c(OC)cc1/C=N/NC(=O)CC1C(=O)NN=C1C (stereo not drawn)	-5	12	-33	7	-1	0	-4	0	0	2
CCOc1cc(CO)cc(Br)c1OCC(N)=O	-2	-7	-0.1	-12	-19	10	2	4	7	4
CCOc1ccc(C(C)NC(=O)c2cc(=O)[nH]c3ccccc23)cc1OCC (stereo not drawn)	-7	24	0.7	19	-32	1	-2	-2	1	-5
CN(CC(=O)NCC1CCCCC1)S(=O)(=O)c1ccc(F)cc1	-5	17	-4.5	2	-9	0	-3	1	-4	-1
COc1ccc(NC(=O)N2CCCC2)cc1OC	0	26	0.0	9	-15	2	-1	-1	-7	-6
CC1=NN(S(=O)(=O)c2ccc(F)cc2)C(=O)c2ccccc2O1	0	-27	-46	14	5	-6	10	-5	4	4
Cc1ccc(NS(=O)(=O)c2cccc(C(=O)O)c2)cc1S(=O)(=O)N1CCOCC1	5	10	-0.3	-51	-13	9	-7	3	2	1
CCC(NC(=S)NCc1ccc(F)cc1)c1ccccc1 (stereo not drawn)	-1	14	-0.1	-5	-8	6	5	4	2	2
Cc1occc(=O)c1OCc1c(Cl)cccc1Cl	-5	2	-0.1	-2	6	0	1	-16	-4	4
COC(=O)C1=C(C)N(Cc2ccco2)C(=O)/C1=C\c1ccc(N(C)C)cc1	3	17	0.3	12	11	-4	7	-2	1	0
COc1ccc(CCNC(=O)CCNC(=O)c2ccc(Br)cc2)cc1OC	-9	10	0.0	2	1	9	-2	-2	10	4
Cc1ccc(-c2nnc(SCC(N)=O)nc2-c2ccc(C)cc2)cc1	1	40	-0.2	-15	-31	0	-2	6	-3	4
CCC(c1nnnn1C(C)C)N1CCN(C2CCCC2)CC1 (stereo not drawn)	-4	2	0.0	-7	4	3	-9	2	3	3
O=C(Nc1cccnc1)c1ccc(COc2ccccc2Cl)o1	-4	14	0.5	38	-27	1	3	-12	3	-1
CCOC(=O)C1=C(C)NC(=S)NC1c1ccc(OCC(=O)N2CCCCCC2)cc1 (stereo not drawn)	12	4	0.2	5	-2	1	10	32	2	-3
NN=C1c2cc([N+](=O)[O-])ccc2-c2ccc([N+](=O)[O-])cc21	3	-1	-0.1	2	-6	-4	nt	-10	11	0
COc1ccc(C(=O)NNC(=O)c2ccc3ccccc3c2O)cc1	-2	24	-0.5	13	-10	7	-4	14	5	-4
CN(C)c1nc(=NCc2ccco2)ss1	-10	22	1.1	-4	-5	-9	nt	-26	97*	2
